ST2 IL33 inh – IL1RL1 inhibition; AlphaLISA ST2-Fc/biotin-IL-33 interaction, 1 h; inhibition, % for hits at 17 µM; 2.3% of 78,000 active; AID 1259354; in the data active means inhibition above about 30%; inconclusive means mostly about 10% to 28%
Target sequence (Q01638 whole entry, looked up): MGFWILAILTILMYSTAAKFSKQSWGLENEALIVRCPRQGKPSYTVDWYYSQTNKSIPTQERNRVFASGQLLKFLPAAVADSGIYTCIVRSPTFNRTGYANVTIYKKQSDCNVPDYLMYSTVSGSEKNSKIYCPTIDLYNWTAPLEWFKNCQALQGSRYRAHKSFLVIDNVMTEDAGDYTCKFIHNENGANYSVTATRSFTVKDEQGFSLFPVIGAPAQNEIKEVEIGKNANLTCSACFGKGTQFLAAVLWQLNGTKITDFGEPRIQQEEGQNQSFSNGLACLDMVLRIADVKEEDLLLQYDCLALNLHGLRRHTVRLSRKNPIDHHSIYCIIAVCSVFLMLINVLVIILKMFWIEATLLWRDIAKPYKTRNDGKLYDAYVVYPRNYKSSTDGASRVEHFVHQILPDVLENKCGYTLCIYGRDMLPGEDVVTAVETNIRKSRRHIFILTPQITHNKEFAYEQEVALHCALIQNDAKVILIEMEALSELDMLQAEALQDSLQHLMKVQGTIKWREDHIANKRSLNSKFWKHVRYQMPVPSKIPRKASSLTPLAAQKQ
The depositor's hits bear a star; i = inactive; ? = inconclusive. Only part of the results is shown; rates above refer to the full screens.

compound	ST2 IL33 inh
CCC(C)OC(=O)C1=C(C)NC2=C(C(=O)C(C(=O)OC)C(C)C2)C1c1ccc(Cl)cc1 (stereo not given)	i
O=C(Nc1ccc(-c2ccccc2)cc1)c1ccccc1Br	i
CC(C)(C)C(=O)Nc1cccc(C(=O)Nc2cc(C(=O)O)cc(C(=O)O)c2)c1	i
CCSc1nc2c(c(=O)[nH]1)C(c1cccc(OC)c1)C1=C(CC(C)(C)CC1=O)N2 (stereo not given)	i
COc1cc(OC)cc(-n2c(=O)c3ccccc3n(Cc3cc(=O)n4ccccc4n3)c2=O)c1	i
CSc1ccc(CNC(=O)CN2C(=O)c3cccnc3Sc3ccccc32)cc1	i
Cc1ccc(C(=O)Nc2cc(C)c3c(=O)oc4ccccc4c3n2)cc1	?
O=c1[nH]c2sc3c(c2c(=O)n1Cc1ccccc1)CCCC3	i
Cc1ccc(NS(=O)(=O)c2ccc3[nH]c(=O)[nH]c3c2)c(C)c1	?
CCCn1nccc1C(=O)N1CCC(O)(c2ccc3nc(C)ccc3c2)CC1	i
Cc1cc(N2CCCC2)nc(N2CCN(S(=O)(=O)c3cc(C(C)C)ccc3C)CC2)n1	i
CCn1c(C(=O)O)c(CC(=O)NCCC2=CCCCC2)c2ccccc21	i
CC(C)c1cc(C(=O)N2CC(=O)N(Cc3cccnc3)CC(OCc3ccccc3)C2)n[nH]1 (stereo not given)	?
CSc1nc2n(n1)C(c1ccccc1F)C(C(=O)Nc1ccc(C)cc1C)=C(C)N2 (stereo not given)	i
CS(=O)(=O)N(C[C@H]1O[C@@H](CC(=O)NC2CC2)[C@H](O)[C@@H]1O)C[C@H]1O[C@@H](CC(=O)NC2CC2)[C@H](O)[C@@H]1O	i
CC(=O)c1c(F)c(F)c(Oc2ccc(C)cc2)c(F)c1N1CCOCC1	?
Cc1ccc(S(=O)(=O)NCCCO)cc1	i
Cc1ccc(N2C(=O)Nc3ccc(Br)cc3C2(O)C(=O)NCCN(C)C)cc1C (stereo not given)	i
Cc1ccccc1-c1ccccc1C(=O)N1CCOC(C(F)(F)F)C1 (stereo not given)	i
CC(C)(C)C(=O)Nc1sc2c(c1C(=O)Nc1ccccn1)CCCC2	i
Cc1ccc(C(O)(CCN2CCCCC2)c2ccccc2)cc1 (stereo not given)	?
Cc1cccc(NC(=O)CC(=O)N(C)CCCN2CCCCCC2)c1C	i
O=C(Cn1[nH]c(=O)ccc1=O)N1CCCN(Cc2cccs2)CC1	?
Cc1ccc(CCC(=O)Nc2ncc(Cc3ccc(F)cc3)s2)o1	?
COc1cccc(-c2[nH]cnc2-c2ccccc2)c1OC	?

Three records picked at random from the list so far, as already listed:
compound	ST2 IL33 inh
CCn1c(C(=O)O)c(CC(=O)NCCC2=CCCCC2)c2ccccc21	i
CCSc1nc2c(c(=O)[nH]1)C(c1cccc(OC)c1)C1=C(CC(C)(C)CC1=O)N2 (stereo not given)	i
Cc1cccc(NC(=O)CC(=O)N(C)CCCN2CCCCCC2)c1C	i

(continued)
compound	ST2 IL33 inh
O=C(Nc1ccccc1)Oc1cccc2cccnc12	i
COc1ccc(N2CCCS2(=O)=O)cc1NC(=O)COc1ccc(C)cc1	?
O=C(NCc1cccnc1)c1noc2c1CCc1ccccc1-2	i
CC(=O)Oc1cc(C(C)C)c(OCCN(C)C)cc1C	i
COc1ccc(C)cc1NC(=O)c1cnc2n(c1=O)CCS2	i
O=c1[nH]nc(C2CCC2)n1CCc1ccccc1F	?
O=C(c1cn(CCc2ccccc2)nn1)N1CCC(O)(c2cccc(C(F)(F)F)c2)CC1	?
COc1cc(C(=O)Nc2ccc(O)c(-c3nc4ccccc4o3)c2)cc(OC)c1OC	i
Cc1ccc(-c2ccc(C(=O)NCCc3cnc[nH]3)cc2)o1	?
CCc1cccc(CC)c1NC(=O)c1ccc2c(c1)OCO2	i
Cc1c(C(=O)N(Cc2ccncc2)C2CCN(C)CC2)[nH]c2ccc(F)cc12	?
CCN(CC)C(=O)C1CCCN(Cc2cccc(OC)c2OC)C1 (stereo not given)	?
N[C@@H]1CC[C@@H](NS(=O)(=O)N2CCOCC2)C1	i
CCc1nc2c(cnn2-c2ccc(Cl)cc2)c(=O)n1-c1ccc(C)cc1	?
Cc1cc(C)c(C(=O)N2CCN(C)C(C(=O)O)C2)c(=O)[nH]1 (stereo not given)	i
CCCCn1ncc2c1NC(=O)CC2c1cn[nH]c1C1CCCCC1 (stereo not given)	i
CC(=O)c1c(C)nn(-c2ccc(C(=O)NCc3ccccc3)o2)c1C	?
Cc1cnc(SCCN2CCOCC2)nc1C1CCCN(C(=O)Cc2c(F)ccc(F)c2F)C1 (stereo not given)	?
COc1ccc(CNC(=O)C[C@@H]2CCNC[C@@H]2Cc2cc(-c3ccc(C(C)(C)C)cc3)on2)cc1	47%*
Cc1cc2oc(=O)cc(C)c2cc1NC(=O)COCC(F)(F)C(F)F	i
O=C(NCc1ccc2c(c1)OCO2)c1cc2ccccc2c(=O)o1	i
COc1ccc(C(=O)CC2(O)C(=O)Nc3ccccc32)cc1 (stereo not given)	i
O=C(NCc1ccc(F)cc1)c1ccc2c(c1)N(Cc1ccc(F)cc1)C(=O)CS2	i
Cc1cc(N2CCN(C)CC2)nc2ccc(NC(=O)c3cnccn3)cc12	i
COc1cc2c(cc1OC)C(C(=O)NCc1cccnc1)C(c1cccs1)N(C)C2=O (stereo not given)	i
CCCC1=NN(c2nc3ccccc3s2)C(=O)/C1=C(/C)N1CCOCC1	?
CCOC(=O)N1CCC(NC(=O)C2CC(=O)N(CC(C)C)C2)CC1 (stereo not given)	?
Nc1cc(Cl)c(N)cc1Cl	?
COc1cc(S(=O)(=O)Nc2cnc3ccccc3c2)ccc1Cl	i
Cn1c(=O)[nH]c(=O)c2c1ncn2Cc1ccccc1F	i
O=C(Nc1cccc(C(F)(F)F)c1)O[C@@H]1CO[C@H]2[C@@H]1OC[C@@H]2n1nnnc1-c1ccc2c(c1)OCCO2	i
O=C(c1ccc2c(=O)n(-c3ccccc3)c(=O)[nH]c2c1)N1CCN(c2ccccn2)CC1	i
N#Cc1c(-c2cccc(Br)c2)cc(C2CC2)nc1N	i
CN(C)CC1Cc2ccccc2O1 (stereo not given)	i
C[C@]12CC[C@@H]3c4ccc(O)cc4CC[C@H]3[C@@H]1CCC2=O	i
O=C(Nc1ccc(F)c(F)c1)C(NS(=O)(=O)c1cccs1)c1ccccc1 (stereo not given)	i
Cc1cc(NC(=O)c2noc3c2CCCC3)n(-c2ccccc2)n1	?
Cc1ccc(-n2c(=O)[nH]c3sc4c(c3c2=O)CCCC4)cc1	i
Cc1ccc(CN2C[C@@H]3C[C@@H](c4ccc(-n5cccn5)cc4C)N4CCC[C@@]34C2=O)o1	i
Cc1sc2c(c1C)c(=O)n(-c1ccc(Cl)cc1)c(=O)n2CC(=O)N1CCCC1	i
COc1cc(C(=O)Nc2cccc(O)c2)c2ccccc2n1	i
CC(C)C(C)N(Cc1cccnc1)Cc1ccco1 (stereo not given)	?
O=c1oc2ccc(Br)cc2cc1-c1nnc(-c2cccc(Br)c2)o1	i
CCc1cc2c(=O)c(Oc3ccccc3)c(C(F)(F)F)oc2cc1OC	?
COc1cccc(C2C(C(=O)Nc3cc(C)ccn3)=C(C)NC3=C2C(=O)CCC3)c1OC (stereo not given)	i
O=C(N[C@H]1C[C@H]2C(=O)Nc3ccccc3C(=O)N2C1)c1ccccc1	i
Cc1cc2ccccc2n1CCNC(=O)C(C)(C)C	i
O=[N+]([O-])c1ccccc1S(=O)(=O)Nc1ccc(Cl)c(Cl)c1	i
COc1cccc(C(=O)Nc2c3c(nn2-c2ccc(F)cc2)CS(=O)C3)c1OC (stereo not given)	?
COc1ccc(CNc2nc(-c3cccc(OC)c3)cc(C(F)(F)F)n2)cc1	i

Remaining list, next part
compound,ST2 IL33 inh
Cn1cc(S(=O)(=O)CC(=O)N2CCc3ccccc32)c2ccccc21,i
COC(=O)[C@]1(C)C[C@H](C(=O)N(C)CCO)[C@H](c2ccccc2)N1C,i
CC1CCCN(CCNC2CCN(Cc3ccccn3)CC2)C1 (stereo not given),?
Cc1c(Br)c([N+](=O)[O-])nn1CC(=O)Nc1ccc(S(N)(=O)=O)cc1,i
CN(CCc1ccccc1)[C@@H]1[C@H](O)[C@H](CO)O[C@@H]1CNS(=O)(=O)c1ccc(Cl)cc1,i
CCCN(Cc1ccc(OC)cc1)C(=O)c1nn(C)c2ccccc12,i
COC(=O)c1c(C)oc2cc(Br)c(OC(=O)C(C)C)cc12,i
C=CCn1c(=O)[nH]c2cc(C(=O)NCc3ccc4c(c3)OCO4)ccc2c1=O,i
Cc1ccc(/C=C2\NC(=O)N(Cc3ccc(Cl)cc3)C2=O)cc1[N+](=O)[O-],i
O=C(CN1C(=O)c2ccccc2C1=O)Oc1ccc(F)cc1,i
C=C1C(=O)O[C@H]2[C@H]1CC/C(C)=C/CC[C@@]1(C)O[C@@H]21,?
O=C(NCc1cccnc1)c1cc(-c2cccs2)on1,i
c1ccc(C2CN(Cc3ccc(C4CCCO4)s3)C2)nc1 (stereo not given),i
COc1cccc(NC(=O)C2c3cc(OC)c(OC)cc3C(=O)N(C)C2c2ccccc2F)c1 (stereo not given),i
Cc1ccc(-n2c3nc(=O)n(C)c(=O)c-3cc3ccccc32)cc1,?
Cc1ccccc1S(=O)(=O)Nc1ccc2oc3c(c2c1)CC(C)CC3 (stereo not given),i

Part of the list above, field by field:
COC(=O)c1c(C)oc2cc(Br)c(OC(=O)C(C)C)cc12
  ST2 IL33 inh: i
O=C(NCc1cccnc1)c1noc2c1CCc1ccccc1-2
  ST2 IL33 inh: i
O=c1oc2ccc(Br)cc2cc1-c1nnc(-c2cccc(Br)c2)o1
  ST2 IL33 inh: i
COc1cccc(C(=O)Nc2c3c(nn2-c2ccc(F)cc2)CS(=O)C3)c1OC (stereo not given)
  ST2 IL33 inh: ?

New compounds follow:
compound,ST2 IL33 inh
COCC(NC(=O)CC12CC3CC(CC(C3)C1)C2)c1ccnn1C (stereo not given),?
CCOc1cc2c(cc1OCC)C1C(C(=O)N3CCC(C)CC3)c3ccccc3C(=O)N1CC2 (stereo not given),i
COc1cncc(-c2cccc3ccnn23)c1,i
CC1(C(=O)N2CCC(Cn3cc(CN4CC[C@H](O)C4)nn3)CC2)CCCCC1,i
O=C(NC1CCCC1)C1CCN(S(=O)(=O)c2cccc3cccnc23)CC1,i
Cc1ccc(C(C)(C)NC(=O)[C@H](Cc2ccccc2)N(C)C)cc1,?
Cc1cc(C(=O)NCCCc2cccnc2)c2cccc(C)c2n1,?
O=C(O)c1c[nH]c2ccc(S(=O)(=O)N3CCN(c4ncccn4)CC3)cc2c1=O,i

Molecules above with two or more sulfur atoms (two):
compound,ST2 IL33 inh
CSc1ccc(CNC(=O)CN2C(=O)c3cccnc3Sc3ccccc32)cc1,i
O=C(Nc1ccc(F)c(F)c1)C(NS(=O)(=O)c1cccs1)c1ccccc1 (stereo not given),i

Going on with the list:
compound,ST2 IL33 inh
O=C(Nc1nnc(-c2ccc(F)cc2)o1)c1ccc(S(=O)(=O)N2CCCCC2)cc1,i
Cn1c(=O)n(C)c2cc(CNC(=O)c3n[nH]c4c3CCC4)ccc21,?
Cc1ccc(C(=O)N2N=C(c3ccc(Br)cc3)CC2(O)C(F)(F)F)o1 (stereo not given),i
Cc1ccc(Nc2nc(N)nc(CN3CCC(C)CC3)n2)c(C)c1,i
COc1ccc(S(=O)(=O)Nc2ccccc2C(=O)N2CCCC2)cc1OC,i
CN(C)CCNC(=O)COc1ccc(Cl)cc1Cl,?
c1ccc2c(c1)OCC(CSc1nc3ccccc3[nH]1)O2 (stereo not given),?
O=C1C2C3CC(C(Br)C3Br)C2C(=O)N1c1ccc(O)cc1 (stereo not given),i
OC[C@H]1NC[C@H](O)[C@@H](O)[C@@H]1O,?
COc1ccc(NC2CCCN(C(=O)CCc3nc4ccccc4s3)C2)cc1OC (stereo not given),?
COc1cc(C)c(S(=O)(=O)N2CCN(c3nc(C)cc(N(C)C)n3)CC2)cc1C,i
O=[N+]([O-])c1ccc(S(=O)(=O)N2CCSC2c2ccccc2Cl)cc1 (stereo not given),i
Cc1nn(-c2ccccc2)c(C)c1Sc1ccc([N+](=O)[O-])cc1,i
CN1CCC2(CCCN(C(=O)c3cccc(N)c3)C2)C1 (stereo not given),?
COc1ccc(S(=O)(=O)N2CCN(c3nc(C)cc(N(C)C)n3)CC2)cc1OC,i
COc1cc2[nH]c(=O)n(CCCC(=O)N3CCN(c4ncccn4)CC3)c(=O)c2cc1OC,i
Clc1ccc(-c2nnc([C@H]3CCN(Cc4cccnc4)C3)o2)cc1,i
N#C/C(=C\c1cccc(Br)c1)c1nc2ccccc2[nH]1,i
COc1cc(C(=O)NCc2n[nH]c(=S)n2-c2cccc(C)c2)cc(OC)c1OC,i
O=[N+]([O-])c1ccccc1/C=C/c1ccc2cccc(O)c2n1,41%*
O=C(Nc1ccccc1Br)C(Cc1ccccc1)N1C(=O)c2ccccc2C1=O (stereo not given),?
N#Cc1cc([N+](=O)[O-])cnc1SCC(=O)Nc1ccccc1,?
Cc1onc(-c2c(Cl)cccc2Cl)c1C(=O)NCc1ccccn1,i
O=C(CN1C(=O)/C(=C\c2ccc(Cl)cc2)Sc2ccccc21)N1CCOCC1,i
Cc1nnc(Sc2cc(C(=O)NCCN3CCCC3)c3ccccc3n2)s1,?
O=C(CCS(=O)(=O)Cc1ccccc1F)N1CCC2(CC1)OCCO2,i
Cc1cc2ccccc2n1CCC(=O)NCCSc1nccn1C,?
CCn1c(CCCNC(=O)C(C)(C)C)nc2ccccc21,i
Cc1ccc(CC(CC(=O)O)C(=O)Nc2cccc([N+](=O)[O-])c2)cc1 (stereo not given),?
Cc1ccc2c(c1[N+](=O)[O-])C(=O)c1ccccc1C2=O,i
FC(F)(F)c1ccc(N2CCN(c3ccccc3)CC2)nc1,i
CCCc1nc(NCc2csc(-c3ncccn3)n2)c2cnn(C)c2n1,?
CCOc1ccc(C2C(N3C(=O)c4ccccc4C3=O)C(=O)N2c2ccc(Cl)cc2)cc1 (stereo not given),?
CCOc1ccc2c(=O)c(-c3ccc4c(c3)OCCO4)c(C)oc2c1C,i
